GPT2 inh: GPT2 alanine aminotransferase inhibition; Potency, µM (highest dose often 57.7 µM), without a hit: top-dose activity change, negative = inhibition, usual class: inhibitors; hit rate 0.25% among 100,000; Recombinant GPT2, coupled pyruvate oxidase/HRP Amplex Red fluorescence; further: potency means the concentration at half of the fitted maximal effect; nearly all actives have a fitted effect of over 60% in size; many of its hits are not listed in these tables
Target sequence (Q8TD30 whole entry, looked up): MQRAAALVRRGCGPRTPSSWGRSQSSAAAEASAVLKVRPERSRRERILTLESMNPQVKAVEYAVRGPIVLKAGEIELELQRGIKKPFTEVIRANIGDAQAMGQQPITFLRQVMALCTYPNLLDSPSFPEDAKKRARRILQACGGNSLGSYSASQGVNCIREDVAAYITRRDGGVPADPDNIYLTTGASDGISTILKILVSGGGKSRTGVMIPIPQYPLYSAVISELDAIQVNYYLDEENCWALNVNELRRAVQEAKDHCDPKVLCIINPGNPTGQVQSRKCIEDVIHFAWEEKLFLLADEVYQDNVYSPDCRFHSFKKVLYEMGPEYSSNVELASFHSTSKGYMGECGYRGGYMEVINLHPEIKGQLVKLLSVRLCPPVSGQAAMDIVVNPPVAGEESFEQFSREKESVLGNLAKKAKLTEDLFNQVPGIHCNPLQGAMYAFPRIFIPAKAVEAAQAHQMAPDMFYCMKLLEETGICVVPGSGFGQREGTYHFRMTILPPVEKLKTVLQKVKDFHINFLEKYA
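Fluorescence read-out: pyruvate from GPT2 turnover coupled to pyruvate oxidase, HRP and Amplex Red (0.2mM ThPP, 0.2U/mL PO and HRP, 50uM Amplex final). Substrates 250uM a-KG, 2mM L-alanine; enzyme 10ng/uL; 30 min RT.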
IP6K1 inhibitor: IP6K1 kinase inhibition; Q92551; IP6K1 kinase, ADP-Glo luminescence, 2 h; hits give low values; activity change, % (series mostly up to about 58 µM); hit rate 0.81% among 140,000; in the data active means activity change below about -25%
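ADP-Glo luminescence measures ADP made by human IP6K1 during a 2 h RT reaction with ATP/IP6 (mix at 1.3 mM/130 uM); top library doses 57.5 and 19.1 uM final.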
FLuc inh: Photinus pyralis luciferase inhibition; purified P. pyralis luciferase, luminescence, biochemical; Potency, µM (series often up to 115 µM), for inactives: at the highest dose activity change, negative = inhibition, usual class: inhibitors; hit rate 2.5% among 76,000; AID 1347043; further: potency means the concentration at half of the fitted maximal effect; nearly all actives have a fitted effect of over 65% in size
Target sequence (P08659 whole entry, looked up): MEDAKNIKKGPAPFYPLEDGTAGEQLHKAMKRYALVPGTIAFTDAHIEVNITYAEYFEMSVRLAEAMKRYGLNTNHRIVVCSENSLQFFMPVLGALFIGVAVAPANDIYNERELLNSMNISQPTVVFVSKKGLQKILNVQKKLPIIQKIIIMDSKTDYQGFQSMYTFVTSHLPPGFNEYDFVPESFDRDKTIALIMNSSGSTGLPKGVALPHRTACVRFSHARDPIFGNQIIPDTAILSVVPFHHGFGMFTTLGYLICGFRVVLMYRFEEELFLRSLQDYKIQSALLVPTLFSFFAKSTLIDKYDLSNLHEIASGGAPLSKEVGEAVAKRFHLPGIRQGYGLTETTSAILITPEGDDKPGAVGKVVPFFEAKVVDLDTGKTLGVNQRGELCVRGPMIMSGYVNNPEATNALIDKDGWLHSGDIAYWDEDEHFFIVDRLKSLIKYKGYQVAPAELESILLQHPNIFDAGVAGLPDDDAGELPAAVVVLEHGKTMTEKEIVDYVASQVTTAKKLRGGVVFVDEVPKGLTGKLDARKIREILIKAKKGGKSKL
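FLuc 10nM, D-luciferin 10uM, ATP 10uM, Mg acetate 10mM, Tris acetate pH 7.5, Tween/BSA; cpd qHTS; enzyme added last; CCD luminescence.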
HEK293 tox: HEK 293 cell cytotoxicity; hit rate 6.6% among 94,000; HEK 293 viability, ATP luminescence (CellTiter-Glo), 48-72 h; Potency, µM (doses to about 115 µM), for the others: top-dose activity change, negative = cytotoxicity, actives largely listed as inhibitors; further: potency means the concentration at half of the fitted maximal effect; nearly all actives have a fitted effect of over 60% in size
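CellTiter-Glo luminescence (cellular ATP) was read after 48 or 72 hr of compound exposure at 37 degree Celsius. Cells were HEK 293 plated at 250 cells/well.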
SNCA expr inh: SNCA gene expression inhibition; Potency, µM (highest dose often 57.2 µM), for the others: top-dose activity change, negative = inhibition, most hits filed as inhibitors; hit rate 0.17% among 140,000; HEK-293 SNCA-luciferase knock-in, luminescence, 24 h; AID 1671194;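 further: potency means the concentration at half of the fitted maximal effect; plate controls were DMSO cells for no effect and cell-free wells for full effect; nearly all actives have a fitted effect of over 45% in size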
NIH3T3 tox: cytotoxic compounds in NIH 3T3 cells | NIH 3T3 viability, CellTiter-Glo ATP luminescence, 48-72 h | Potency, µM (top dose mostly 96.7 µM), for inactives: top-dose activity change, negative = cytotoxicity, most hits filed as inhibitors | hit rate 4.3% among 94,000 | AID 1345082; further: potency means the concentration at half of the fitted maximal effect; nearly all actives have a fitted effect of over 55% in size
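First NIH 3T3 cells are plated at 400 cells/well; next compound is pinned in; then plates incubate 48 or 72 hr at 37 °C; finally CellTiter-Glo is added and luminescence read after 10 min.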
HEK293 viab: cell viability loss counter-screen | HEK-293-SNCA-luc viability, GF-AFC fluorescence, 24 h | Potency, µM (titrated, usually from 57.1 µM), without a hit: at the highest dose activity change, negative = cytotoxicity, actives largely listed as cytotoxic | hit rate 0.12% among 150,000 | AID 1671193;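 further: potency means the concentration at half of the fitted maximal effect; 0% = DMSO-treated cells and -100% = medium-only wells without cells; nearly all actives have a fitted effect of over 30% in size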
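Cytotoxicity counterscreen: after 24 h compound treatment of genome-edited SNCA-luciferase HEK-293 cells, live-cell protease substrate GF-AFC read by fluorescence after 30 min; activity scaled between DMSO (0%) and medium-only (-100%), curves Hill-fitted.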
* hit, by the source's call; i = inactive; ? = inconclusive; nt = no result given; & = joins results of further samples; [ ] = remark or other dose. Unless noted, the call rests on the fitted dose curve; in most records, active means well fitted curve in the direction sought with a large enough effect; inconclusive means small, poorly fitted or top-dose-only effect, or another doubt; inactive means no such curve, though single readings can be large; an effect the other way counts as inactive or inconclusive. Unless noted, on the % scale 0 is the no-effect control and ±100 the full control effect.

Order of results: IP6K1 inhibitor, HEK293 tox, SNCA expr inh, HEK293 viab, FLuc inh, NIH3T3 tox, GPT2 inh
- C=CCNC(=O)c1ccc(N2CC3CC(C2)[C@H]2CCCC(=O)N2C3)nc1 (stereo partly drawn)
→ 12, -15%, 0%, ?, 0%, ?, i
- Clc1cnccc1CN1CC(CNc2ccccc2)C2(C1)CN(c1ccccc1)C2 (stereo not drawn)
→ 13, ?, -5%[87.6 µM], -13%[87.6 µM], -6%[172 µM], -20%[138 µM], 5%[88.5 µM]
- Cc1cc(C)cc(N(CC(=O)Nc2ccc(C)cc2Cl)S(=O)(=O)c2c(C)[nH]c(=O)[nH]c2=O)c1
→ -27*, nt, -35%, -5%, nt, nt, nt
- CCc1ccc(NC(=O)N2CCCC(Cn3cnc4cccnc43)C2)cc1 (stereo not drawn)
→ 10, ?, 25%, 7%, 0%, -19%, 0%
- COc1ccccc1C(=O)N1CCCN(Cc2ccc3c(c2)OCO3)c2ccccc21
→ -6, ?, -6%, -14%, -3%, ?, i
- COc1cccc(CN2CCC3(CC2)CC(c2cccnc2)=NO3)c1
→ 4&4, ?, -22%, 4%, -8%, -28%, i
- CN(CC1(C)CCOCC1)C(=O)c1nccc2ccccc12
→ 11, 8%, 9%, 3%, -3%, i, i
- CC(NC(=O)Cc1cccn1-c1ccc(Cl)cc1)c1ccccn1 (stereo not drawn)
→ 9, -7%, -1%, 9%, -1%, -4%, 4%
- COC(=O)c1ccccc1NC(=O)Cn1ccn2nc3c(c2c1=O)CCCC3
→ 0, -29%, 28%, -7%, -3%, -24%, -3%
- Cc1cc(=O)[nH]c2nnc(SCc3c(F)cccc3Cl)n12
→ -6, nt, 3%, 4%, nt, nt, nt
- C/C(=C\c1ccccc1)CN1CCCC12Cc1ccccc1CNC2=O (stereo not drawn)
→ -8, ?, -14%, -2%, nt, ?, 4%
- COc1ccc(-c2nc(C(C)C)nc3c2CN(C(=O)c2ccc(C(F)(F)F)cc2)CC3)cc1
→ -3, ?, 3%, -6%, -5%, ?, i
- COc1ccc(CNC(=O)C(C)n2nc(C)c3c(C)n(-c4ccccc4)nc3c2=O)c(OC)c1 (stereo not drawn)
→ 50, nt, -28%, 2%, nt, nt, nt
- COc1ccc(CC(=O)N2CCC(Cc3nc(-c4ccc(OC)cc4)no3)CC2)cc1
→ 0, ?, -14%, -9%, -3%, ?, i
- CCOc1ccc(-n2ccnc2SCC(=O)Nc2ccc(OC)cc2OC)cc1
→ -12, nt, -17%, 3%, nt, nt, nt
- O=C(c1ccccn1)N1CCC(Oc2cccnc2)C1 (stereo not drawn)
→ 8, 6%, 16%, -2%, 2%, i, ?
- CCCC(=O)N1CCN(C2CCN(CCOC)C2=O)CC1 (stereo not drawn)
→ 6, i, -20%, 4%, -1%, 2%, i
- Cc1noc(C)c1C(=O)N[C@H]1CN(CCS(C)(=O)=O)C[C@@H]1C1CC1
→ -16, 4%, 4%, 5%, -2%, -5%, i
- COc1ccc(NC(=O)CN(c2ccc(C)cc2)S(=O)(=O)c2cccc3nonc23)cc1OC
→ -13, nt, 63%[activator], -6%, nt, nt, nt
- COCCOC1CCOC2(CCN(C(=O)NCc3ccc(OC)cc3)CC2)C1 (stereo not drawn)
→ 7, 15%, -6%, -5%[12.5 µM], -8%, i, 3%
- CNC(=O)C(C)(C)N1CCC[C@H]1C(=O)NCc1ccc(F)cc1
→ 22, -4%[172 µM], -22%[87.6 µM], 7%[87.6 µM], 2%[172 µM], -15%[174 µM], -1%[88.5 µM]
- CC(=O)N1CC2(Cc3ccccc31)CN(C(=O)c1ccc(Cl)nc1)C2
→ -3&-7, -1%&-24%, 5%&-15%, 9%&15%, 0%&7%, 2%&-17%, i
- C=C1CC2C3(C)C(OC(C)=O)CC(=O)OC(C)(C)C3C(O)C(OC(C)=O)C2(C)C2C(=O)OC(C)C(=O)C12C (stereo not drawn)
→ 4, nt, nt, 12%[23.9 µM], nt, nt, i
- CCc1ccc(Oc2c(C(F)(F)F)oc3c(CN4CCN(CC)CC4)c(O)ccc3c2=O)cc1
→ 0, nt, -8%, -4%, nt, nt, nt
- COCCc1nncn1C1CCN(S(=O)(=O)c2ccc(C(F)(F)F)cc2)CC1
→ 6, -11%, 20%, 5%, -5%, -14%, 0%
- COc1ccccc1-c1nnc2ccc(C(=O)NCc3ccccc3)cn12
→ -2, -19%, -14%, -3%, nt, -28%, 3%
- CC(=O)OC[C@]12[C@H](OC(C)=O)C(=O)[C@@H]3[C@@H](OC(C)=O)[C@@]14O[C@@]3(C)COC(=O)c1cccnc1[C@@H](C)[C@H](C)C(=O)O[C@@H]([C@H](O)[C@@H]2OC(C)=O)[C@]4(C)O
→ 4, nt, nt, 3%[23.9 µM], nt, nt, 3%[17.1 µM]
- Cc1cccc(C2CCCN(C(=O)c3cn(CCc4ccccc4)nn3)C2)c1 (stereo not drawn)
→ 15, 40µM*, -10%, -7%, 3%, ?, -13%
- COc1ccc(C(=O)N2CCC3(CC2)COc2ccccc2CN3)cc1
→ 19, ?, 20%, -15%, 4%, -13%, -3%
- CC(C)Cc1nc2nccc(-c3ccsc3)n2n1
→ -4, ?, 15%, -1%, -4%, ?, i
- COc1ccc(CC(=O)N2CCC(N3C(=O)c4c(c(C)nn4-c4ccccc4)C3C(C)C)C2)cc1 (stereo not drawn)
→ -10, ?, nt, nt, nt, 40µM*, nt
- O=[S+]1([O-])NC2(CCN(Cc3ccncc3)CC2)CNc2ccccc21
→ 36, -3%, 27%, 2%, -5%, -23%, i
- CCC1=C(C(=O)OC)C(c2ccccc2Cl)N2C(CC(=O)N(C)Cc3ccccc3)=CSC2=N1 (stereo not drawn)
→ 11, ?, -6%, 3%, -4%, ?, i
- Cc1ccc(C)c(NS(=O)(=O)c2ccc3c4c(cccc24)C(=O)N3)c1
→ -13, nt, ?, -23%, nt, nt, nt
- CCn1c(C)c(C)c2cc(C(=O)NCc3ccc(F)cc3)ccc21
→ 4, nt, -9%, -7%, nt, nt, nt
- COc1ccc(C)cc1NC(=O)N1CCC2(CCNC(=O)CC2)CC1
→ 10, -4%, -15%, 5%, 0%, i, -1%
- O=C(Nc1ccccc1C(F)(F)F)C1CCN(S(=O)(=O)c2ccccc2)CC1
→ -20, nt, 14%, -1%, nt, nt, nt
- O=C(COc1ccccc1)OCc1cc(=O)n2nc(-c3cccs3)sc2n1
→ 11, nt, 41%[activator], -2%, nt, nt, nt
- CCc1ccc(NC(=O)N2CCN(C)C3(CCC(=O)N(C)CC3)C2)cc1 (stereo not drawn)
→ 3, i, 2%, 10%, 0%, -1%, -23%
- COc1ccc(NC(=O)C(Cc2ccccc2)NS(=O)(=O)c2ccc3c(c2)CCC(=O)N3)c(OC)c1 (stereo not drawn)
→ 14, nt, ?, 2%, nt, nt, nt
- COc1ccc(NC(=O)CSc2nc(-c3ccco3)cc(C(F)(F)F)n2)cc1
→ 0, nt, -20%, -8%, nt, nt, nt
- COCC(=O)Oc1c(Sc2ccc(C)cc2)c(C)nn1C(C)(C)C
→ -15, nt, -7%, 14%, nt, nt, nt
- O=C1CC2CCN(C(=O)c3cccc(Cl)c3)CC2CCN1 (stereo not drawn)
→ -10, 2%, -3%, -6%, nt, 4%, -14%
- O=C(NC1CCCCC1)N[C@H]1CO[C@H]2[C@@H]1OC[C@@H]2n1cc(-c2ccccc2)nn1
→ -12, ?, ?, -2%[87.6 µM], 11%[172 µM], -15%[174 µM], i
- Cc1ccc2c(C(=O)N3CCN(C(C)C)CC3)cc(NC(=O)C(C)C)cc2n1
→ 3, ?, 12%, 3%, -1%, ?, i
- O=C(Cn1nc2c(cc1=O)CCCCC2)Nc1ccc(Br)cc1
→ 19, -13%, ?, -14%, -4%, -26%, -5%
- CCOC(=O)N1CCC(NC(=O)c2ccc(OC3CCN(C(=O)C4CC4)CC3)cc2)CC1
→ -1, ?, 146%[activator], 1%, ?, -28%, i
- Cc1oc2ccc(O)c(CN3CCCCCC3)c2c1C(=O)Nc1cccc(C(F)(F)F)c1
→ -21, nt, 20%, -24%, nt, nt, nt
- Cc1nnc([C@@H]2CC(F)(F)CN2C(=O)c2c(C)noc2C)o1
→ -1, i, -1%, -1%, -3%, i, 1%
- CC1(C)NC(=O)N(CCC(=O)N2CCc3c(nc4cc(-c5ccccc5)[nH]n4c3=O)C2)C1=O
→ 6, 8%, -2%, -6%, ?, -2%, i
- CNCC(=O)N1CCC(n2nccc2NC(=O)Nc2ccccc2Cl)CC1
→ 19, -5%, 33%[activator], 0%, 1%, -7%, -5%
- Cn1cccc1C(=O)N[C@H]1C[C@@H](C(=O)O)N(C(=O)CCCC(=O)N2C[C@@H](NC(=O)c3cccs3)C[C@H]2C(=O)O)C1
→ -5, 1%, 8%, -5%, 1%, -3%, i
- COc1ccc(C(=O)CN2C(=O)N(c3cc(C)cc(C)c3)S(=O)(=O)c3ccccc32)cc1
→ 22, nt, -26%, -10%, nt, nt, nt
- O=C(Cc1ccc(F)cc1)NC1CCN(c2nc3ncccc3o2)CC1
→ -6, -11%[172 µM], -17%[87.6 µM], -5%[87.6 µM], 3%[172 µM], -16%[138 µM], i
- COCC(=O)NC1CCN(Cc2ccc(-c3cc(F)ccc3OC)cc2)C1 (stereo not drawn)
→ 6, ?, nt, nt, nt, ?, nt
- Cc1ccc(C)c(Nc2cc(C(=O)NC3CCCC3)c3ccccc3n2)c1
→ -12, nt, 0%, 0%, nt, nt, nt
- O=C(Nc1cccc(F)c1)c1cc2n(n1)CC(c1ccc(Br)cc1)OC2 (stereo not drawn)
→ 5, ?, 4%, 5%, ?, ?, i
- O=S(=O)(N[C@H]1[C@H](O)[C@H](O)C[C@@H]1c1ccc(C(F)(F)F)nc1)c1ccc(Cl)cc1
→ 8, -20%, -5%, 4%, 1%, -25%, -14%

Fetched by structure from above, seven records:
Order of results: IP6K1 inhibitor, HEK293 tox, SNCA expr inh, HEK293 viab, FLuc inh, NIH3T3 tox, GPT2 inh
- COc1ccc(NC(=O)CSc2nc(-c3ccco3)cc(C(F)(F)F)n2)cc1
→ 0, nt, -20%, -8%, nt, nt, nt
- O=C(COc1ccccc1)OCc1cc(=O)n2nc(-c3cccs3)sc2n1
→ 11, nt, 41%[activator], -2%, nt, nt, nt
- CNCC(=O)N1CCC(n2nccc2NC(=O)Nc2ccccc2Cl)CC1
→ 19, -5%, 33%[activator], 0%, 1%, -7%, -5%
- O=C(Cn1nc2c(cc1=O)CCCCC2)Nc1ccc(Br)cc1
→ 19, -13%, ?, -14%, -4%, -26%, -5%
- Cc1oc2ccc(O)c(CN3CCCCCC3)c2c1C(=O)Nc1cccc(C(F)(F)F)c1
→ -21, nt, 20%, -24%, nt, nt, nt
- CCC1=C(C(=O)OC)C(c2ccccc2Cl)N2C(CC(=O)N(C)Cc3ccccc3)=CSC2=N1 (stereo not drawn)
→ 11, ?, -6%, 3%, -4%, ?, i
- O=C1CC2CCN(C(=O)c3cccc(Cl)c3)CC2CCN1 (stereo not drawn)
→ -10, 2%, -3%, -6%, nt, 4%, -14%

Bioassay records (PubChem)

An excerpt; rates above refer to the full screens.
